SENP8 block: inhibitors of human SENP8 protease; recombinant SENP8, Nedd8 substrate fluorescence; inhibition, % at 20 µM; 360,000 compounds, 0.64% hits; in the data active = inhibition mostly above about 40%, no sharp cut-off; inactive = mostly below about 27%
Target sequence (Q96LD8 whole entry, looked up): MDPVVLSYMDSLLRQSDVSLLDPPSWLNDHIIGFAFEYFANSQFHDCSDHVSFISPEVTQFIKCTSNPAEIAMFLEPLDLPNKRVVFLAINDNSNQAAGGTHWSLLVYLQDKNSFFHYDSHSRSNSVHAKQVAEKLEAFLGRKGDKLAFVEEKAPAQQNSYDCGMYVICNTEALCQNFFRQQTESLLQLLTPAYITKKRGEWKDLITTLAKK
ATG4B inh: ATG4B (human) cysteine protease inhibition | Q9Y4P1 | 340,000 compounds, 0.51% hits | inhibition, % at 8.33 µM | ATG4B cleavage of LC3-PLA2, NBD-HPC fluorescence, 1 h; in the data active = inhibition above about 40%
Target sequence (Q9Y4P1 whole entry, looked up): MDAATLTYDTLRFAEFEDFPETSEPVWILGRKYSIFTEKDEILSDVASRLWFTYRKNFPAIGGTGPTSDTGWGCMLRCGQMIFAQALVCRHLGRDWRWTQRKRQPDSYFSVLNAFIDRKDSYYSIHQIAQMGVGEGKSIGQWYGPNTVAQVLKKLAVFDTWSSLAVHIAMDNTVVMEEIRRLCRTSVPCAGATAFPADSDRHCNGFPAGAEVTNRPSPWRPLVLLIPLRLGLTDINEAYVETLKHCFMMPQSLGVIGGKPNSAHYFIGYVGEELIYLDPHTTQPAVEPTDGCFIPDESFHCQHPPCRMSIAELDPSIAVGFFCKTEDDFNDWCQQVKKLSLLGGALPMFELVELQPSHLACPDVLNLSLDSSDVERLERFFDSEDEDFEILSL
HKDC1 inhibitor: inhibitors of human hexokinase HKDC1; Q2TB90; recombinant HKDC1, G6PDH/diaphorase resazurin coupled fluorescence; inhibition, % at 20 µM; 340,000 compounds, 0.16% hits; AID 493160;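 active = inhibition above about 35% when tested at 20 µM, limit read from the data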;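 also: plate controls were DMSO wells with enzyme for no effect and DMSO wells lacking enzyme for full effect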
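Material: recombinant HKDC1 hexokinase; Amount: HKDC1 at 5 µg/mL; Medium: Tris pH 8.0 buffer with MgCl2, Tween-20, BSA, BME; Schedule: 90 min reaction incubation at room temperature, dark; Technique: coupled resazurin fluorescence, excitation 525 nm, emission 613 nm.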
GRIN3A LBD mod: modulators (binders) of human NR3A ligand-binding domain | AID 1259313 | NR3A LBD differential scanning fluorimetry, Tm shift; 0% = protein alone, 100% = glycine-bound protein | 340,000 compounds, 2.5% hits | Tm shift relative to glycine control, % at 25 µM;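 active = melting temperature shift of at least 10% of the positive control shift, at one fixed dose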
MPTP block: permeability transition pore inhibition | isolated mouse mitochondria, Ca2+ swelling absorbance, 30 min | inhibition, % at 10 µM | 360,000 compounds, 1.4% hits;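 active = inhibition of 50% or more, scaled per plate between neutral and stimulator controls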;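 also: 0% = DMSO wells given calcium and 100% = 1 mM EGTA wells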
PfG6PD inh: PfG6PD (Plasmodium falciparum) enzyme inhibition; 350,000 compounds, 0.78% hits; inhibition, % at 20 µM; PfGluPho enzyme, NADPH resazurin-diaphorase fluorescence;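 active = inhibition reaching at least a set limit at 20 µM in the primary screen, cut at about 59% in these data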;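 also: 0% = DMSO wells with substrate and 100% = DMSO wells lacking glucose-6-phosphate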
SENP6 inh: SENP6 protease inhibition | 330,000 compounds, 1.8% hits | Q9GZR1 | inhibition, % at 10 µM | Recombinant SENP6 catalytic domain, aminoluciferin luminescence;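 active = inhibition above about 50% at the single tested dose, limit read from the data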;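 also: plate controls were DMSO wells with enzyme for no effect and DMSO wells lacking enzyme for full effect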
SENP7 block: inhibitors of human SENP7 protease | AID 434973 | Q9BQF6 | recombinant SENP7, Z-RLRGG-aminoluciferin luminescence, 40 min | inhibition, % at 5 µM | 330,000 compounds, 1.5% hits;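 active = inhibition above about 50% at the single test dose, limit read from the data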;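 also: plate controls were DMSO with enzyme for no effect and no enzyme buffer wells for full effect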
Target sequence (Q9BQF6 706-1050 limits assumed): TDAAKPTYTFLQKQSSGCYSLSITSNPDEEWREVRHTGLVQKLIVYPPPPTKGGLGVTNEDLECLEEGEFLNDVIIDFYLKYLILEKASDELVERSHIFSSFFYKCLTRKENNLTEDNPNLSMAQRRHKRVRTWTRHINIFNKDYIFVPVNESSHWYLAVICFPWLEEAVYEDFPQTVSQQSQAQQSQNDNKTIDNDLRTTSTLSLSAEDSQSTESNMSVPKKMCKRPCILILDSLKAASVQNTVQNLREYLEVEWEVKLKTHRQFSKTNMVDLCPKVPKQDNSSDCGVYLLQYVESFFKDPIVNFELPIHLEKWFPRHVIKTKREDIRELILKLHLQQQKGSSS
* = called active by the depositor; x = not tested or not shown.

Every second line gives: SENP8 block | ATG4B inh | HKDC1 inhibitor | GRIN3A LBD mod | MPTP block | PfG6PD inh | SENP6 inh | SENP7 block
> COc1cccc(NC(=O)Cn2nnc(C(=O)Nc3ccccc3)c2N)c1
 : 25 | -5 | -5 | -13 | 0.4 | 3 | 2 | 1
> Cc1noc(C(=O)NCc2ccco2)c1Cl
 : 26 | -9 | -4 | -1 | -0.5 | 1 | 8 | -2
> CC(=O)c1cc(C#N)c(SCC(=O)O)nc1C
 : 11 | -5 | -1 | 0 | -7.8 | -8 | 9 | 10
> COc1ccc(OC)c(CNC(=O)COc2cc(=O)n(C)c3ccccc23)c1
 : 20 | -12 | -1 | 0 | 2.6 | 12 | -4 | 3
> CC12CCC(C(=O)N(CSC(=S)N/N=C\c3ccccc3O)C1=O)C2(C)C (centres undefined)
 : 5 | -9 | -26 | -5 | 2.1 | -31 | 11 | -9
> CC(=O)CCSc1nnc(-c2cccc(S(=O)(=O)N3CCOCC3)c2)o1
 : -6 | 5 | 2 | 3 | -1.2 | -9 | -9 | 5
> O=C(CSc1nnc(CN2CCOCC2)n1-c1ccc(Cl)cc1)Nc1cc(Cl)ccc1O
 : 6 | 0 | -2 | -3 | -0.7 | -8 | -4 | -3
> CN1CC(=O)N(CC(=O)Nc2ccc(SC(F)F)cc2)C1=O
 : 20 | 1 | -1 | 1 | 0.6 | -7 | 1 | -3
> O=c1c2cc(Br)ccc2nc(-c2cccc(C(F)(F)F)c2)n1O
 : 4 | 2 | -1 | -8 | 6.3 | -43 | -9 | 16
> Cc1cc(C(=O)CN2C(=O)NC(c3ccccc3)(c3ccccc3)C2=O)c(C)n1Cc1ccco1
 : 13 | -10 | 2 | -1 | 0.4 | 6 | -18 | 6
> CCC(C)c1ccc(NC(=O)NCc2cccnc2)cc1 (centres undefined)
 : 5 | 6 | 0 | -2 | -0.3 | -2 | -20 | -9
> CCc1nnc(NC(=O)CSc2nnc3scc(-c4ccc(C)cc4)n23)s1
 : 2 | -5 | 1 | 0 | -0.4 | -16 | -13 | -2
> O=C(CSc1nc2ccccc2[nH]1)c1cccs1
 : 14 | -3 | 2 | 2 | -2.4 | 19 | 49 | 37
> Brc1ccc(OCc2nc(-c3ccccn3)n[nH]2)cc1
 : 9 | -8 | -12 | -4 | -1.0 | -12 | 0 | -3
> O=C(NCc1ccco1)c1ccccc1NS(=O)(=O)c1cccs1
 : -40 | 2 | -3 | 0 | -1.9 | -10 | -8 | 15
> COc1ccc(C(=O)COC(=O)Cn2c(C)csc2=O)c(OC)c1
 : 23 | -9 | -4 | 2 | 0.2 | -16 | 13 | -4
> Cc1cc(Cl)ccc1OC(C)C(=O)NN1C(=O)c2ccccc2C1=O (centres undefined)
 : 6 | 2 | -5 | -1 | 0.3 | -37 | -12 | -8
> O=C(c1ccco1)N1CCC(c2nc(-c3ccccc3Cl)no2)CC1
 : 16 | -5 | 7 | 1 | 0.3 | 7 | -2 | 3
> O=C(CSc1nc2[nH]ncc2c(=O)[nH]1)Nc1ccc(F)cc1
 : 14 | 4 | -4 | 1 | -0.7 | -11 | -4 | -3
> Cc1cc(C(=O)NNS(=O)(=O)c2ccc(F)cc2)nn1C(C)(C)C
 : 9 | -6 | -2 | 0 | 0.0 | 0 | 1 | 8

An excerpt from above in order of molecular weight, largest number first.
Every second line gives: SENP8 block | ATG4B inh | HKDC1 inhibitor | GRIN3A LBD mod | MPTP block | PfG6PD inh | SENP6 inh | SENP7 block
> Cc1cc(C(=O)CN2C(=O)NC(c3ccccc3)(c3ccccc3)C2=O)c(C)n1Cc1ccco1
 : 13 | -10 | 2 | -1 | 0.4 | 6 | -18 | 6
> CCc1nnc(NC(=O)CSc2nnc3scc(-c4ccc(C)cc4)n23)s1
 : 2 | -5 | 1 | 0 | -0.4 | -16 | -13 | -2
> COc1ccc(C(=O)COC(=O)Cn2c(C)csc2=O)c(OC)c1
 : 23 | -9 | -4 | 2 | 0.2 | -16 | 13 | -4
> Brc1ccc(OCc2nc(-c3ccccn3)n[nH]2)cc1
 : 9 | -8 | -12 | -4 | -1.0 | -12 | 0 | -3
> O=C(CSc1nc2ccccc2[nH]1)c1cccs1
 : 14 | -3 | 2 | 2 | -2.4 | 19 | 49 | 37
> CC(=O)c1cc(C#N)c(SCC(=O)O)nc1C
 : 11 | -5 | -1 | 0 | -7.8 | -8 | 9 | 10

Other compounds.
Every second line gives: SENP8 block | ATG4B inh | HKDC1 inhibitor | GRIN3A LBD mod | MPTP block | PfG6PD inh | SENP6 inh | SENP7 block
> Cn1c(=O)c2c(nc(NCCc3ccccc3)n2Cc2ccccc2)n(C)c1=O
 : 20 | -3 | -6 | -13 | 1.6 | 24 | 3 | 3
> Cc1cccc(-c2nn(-c3ccccc3)cc2C(=O)NCC(c2cccs2)N2CCOCC2)c1 (centres undefined)
 : 3 | -9 | 1 | -4 | -2.4 | 24 | 6 | 2
> COc1ccc(C(=O)Nc2cc(C)c(NC(=O)c3ccccn3)cn2)cc1
 : -8 | -8 | -2 | -12 | -2.3 | 67* | 1 | -2
> CCN(CC)S(=O)(=O)c1cc(C(=O)OCC(=O)Nc2cccc(C)c2C)ccc1F
 : 7 | -2 | 6 | 3 | 0.8 | -6 | -25 | -6
> Cc1cccc(NC(=O)c2n[nH]c([N+](=O)[O-])c2Br)c1C
 : 12 | 12 | 5 | -4 | 87* | -4 | 97* | 85*
> CCC1SC2=NC(C)=C(C(=O)OCC(C)C)C(/C=C/c3ccccc3OC)N2C1=O (centres undefined)
 : 2 | -1 | -5 | 1 | 0.0 | 5 | 2 | 5
> CCN(CC(=O)Nc1c(F)cccc1F)C(=O)CCc1nc2ccccc2c(=O)[nH]1
 : -8 | -6 | -3 | 3 | -3.1 | -1 | 1 | -6
> COc1cccc(NC(=S)NCCC(c2ccccc2)c2ccccc2)c1
 : 9 | 16 | 10 | 8 | 3.8 | -10 | -16 | 4
> CC1CCN(C(=O)CSc2ccc(-c3ccccc3)nn2)CC1
 : -25 | -5 | -7 | 2 | 0.3 | 3 | -16 | -4
> COCC1CCCCN1C(=O)C1CCN(c2nc(-c3ccccc3)nc3c2CCC3)CC1 (centres undefined)
 : -28 | -2 | -3 | -2 | -0.5 | 7 | 20 | -3
> CC(C)COc1ccc(C(=O)Nc2ccc(NC(=O)c3ccco3)cc2)cc1
 : 5 | 4 | -4 | -2 | 1.1 | -8 | -8 | 3
> COC(=O)[C@@]1(Cc2ccc(F)cc2)[C@H]2c3cc(C(=O)N(C)C)n(Cc4ccccn4)c3C[C@H]2CN1C(=O)c1ccccc1
 : x | -15 | -4 | 1 | x | -2 | -5 | -13
> C=CCn1c(CNC(=O)c2ccco2)nnc1SCC(=O)Nc1cccc(Br)c1
 : 18 | -11 | -2 | -3 | -1.6 | 11 | -17 | -9
> COc1ccc(C(=O)N2CCC(C(=O)Nc3ccc4c(c3)OCO4)CC2)cc1
 : 18 | -2 | -11 | 0 | 0.8 | 1 | -5 | 0
> C=CCn1c(SCC(=O)Nc2ccc3c(c2)OCCO3)nc2cc(C(=O)O)ccc2c1=O
 : 11 | -59 | -3 | 0 | 0.8 | -15 | -3 | 11
> O=P(CCN1CCCCC1)(c1ccccc1)c1ccccc1
 : 9 | -7 | 0 | 1 | 0.4 | 4 | 3 | 12
> Cc1c(Cl)cccc1NC(=O)CCN1CCCCC1
 : 18 | -4 | 4 | -1 | -0.4 | -6 | -10 | -5
> CC(=O)NNC(=O)CC(=O)Nc1nc(C23CC4CC(CC(C4)C2)C3)cs1
 : 5 | -2 | -2 | -1 | -0.2 | 21 | 4 | -7
> COC(=O)C1=C(C)Nc2c(c(=O)n(C)c(=O)n2C)C1c1cccnc1 (centres undefined)
 : -73 | -20 | -7 | -2 | -0.8 | 2 | -13 | 3
> CCOC(=O)CSc1nc2ccccc2c(=O)[nH]1
 : 12 | -4 | -2 | 0 | -1.3 | 0 | -1 | 13

A second format for 2 compounds above:
canonical_smiles	SENP8 block	ATG4B inh	HKDC1 inhibitor	GRIN3A LBD mod	MPTP block	PfG6PD inh	SENP6 inh	SENP7 block
CCC1SC2=NC(C)=C(C(=O)OCC(C)C)C(/C=C/c3ccccc3OC)N2C1=O (centres undefined)	2	-1	-5	1	0.0	5	2	5
CCN(CC(=O)Nc1c(F)cccc1F)C(=O)CCc1nc2ccccc2c(=O)[nH]1	-8	-6	-3	3	-3.1	-1	1	-6

Later entries:
Every second line gives: SENP8 block | ATG4B inh | HKDC1 inhibitor | GRIN3A LBD mod | MPTP block | PfG6PD inh | SENP6 inh | SENP7 block
> COc1ccc(N2CCN(c3nc4c(C)cccn4c(=O)c3/C=C(\C#N)C(N)=O)CC2)cc1
 : -288 | 2 | -1 | 0 | 0.4 | 20 | -7 | -4
> O=C(O)CC/C(=N/NC(=O)c1cn(-c2ccccc2)nc1-c1ccccc1)C(=O)O
 : 19 | -1 | 6 | 0 | -0.6 | -27 | -6 | -6
> C[C@H](CO)N1C[C@H](C)[C@@H](CN(C)S(=O)(=O)c2ccccc2)Oc2ccc(NC(=O)Nc3ccccc3)cc2C1=O
 : 12 | -11 | 1 | 4 | 1.6 | 15 | -7 | -3
> CCN1C(=O)C(=O)N(CC(=O)Nc2ccccc2Oc2ccccc2)C1=O
 : 21 | 10 | 4 | 0 | -2.5 | -3 | -3 | 3
> Cc1ccccc1C(=O)Nc1ccc2c(c1)C(=O)NC2=O
 : -380 | -5 | -6 | 2 | -1.7 | 9 | -18 | 4
> CSc1ccc(/C=N\NC(=O)CC(=O)NC(C)C)cc1
 : -71 | 5 | -9 | -7 | -0.8 | -10 | -5 | 5
> Cc1ccc(NC(=O)C2CCN(S(=O)(=O)c3cccs3)CC2)c(O)c1
 : 7 | -1 | 1 | -3 | -0.2 | 38 | -6 | -4
> COc1ccc(-c2cc(=O)[nH]c(NCc3ccccc3)n2)cc1
 : -6 | 0 | -2 | -4 | 1.1 | 5 | 0 | 6
> CCC(SC1=NCCS1)C(=O)Nc1ccc(S(N)(=O)=O)cc1 (centres undefined)
 : 21 | -8 | -3 | 3 | 0.6 | 4 | -18 | 9
> Cc1c(NC(=O)C(C)OC(=O)c2ccc(Cl)nc2)c(=O)n(-c2ccccc2)n1C (centres undefined)
 : 14 | -4 | -4 | 1 | 1.0 | -4 | -2 | 2
> C1CN(c2nc(N3CCOCC3)nc(N3CCOCC3)n2)CCO1
 : x | 0 | -9 | -1 | x | -6 | -20 | -330
> COc1ccc(S(=O)(=O)N2CCCCCC2)cc1C(=O)OCC(=O)NC(C)(C)C
 : 9 | -9 | -9 | 0 | 1.1 | 25 | 7 | -2

Bioassay records (PubChem BioAssay)
